FBPA coupling cs – qHTS Assay for Inhibitors of Fructose-1,6-bisphosphate Aldolase from Giardia Lamblia: Coupling assay counterscreen; coupling enzyme system counterscreen, AmpLite Red fluorescence; activity change, negative = inhibition, % at 58.2 µM, hits read low; AID 2472, 2010; hit rate 0.67% among 290,000; in the data active = activity change below about -30%; note: % is set by controls: 0 for no effect and ±100 for the full control effect
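First, compound is pin-transferred into glyceraldehyde-3-phosphate coupling-enzyme reagent at 57.5 uM final and held 10 min at RT. Next, substrate, coupling system and AmpLite Red are added. After 20 min RT, fluorescence (525/598 nm) is read.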
KCNH2 3.1 block – qHTS for Inhibitors of KCHN2 3.1: Mutant qHTS; Potassium voltage-gated channel subfamily H member 2, brain isoform KCNH2 3.1 (human); U2OS KCNH2 3.1, thallium flux FluxOr; active compounds read low; activity change, % (tested at about 1.8 µM); hit rate 0.95% among 340,000; AID 720553, 2013;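 active = maximum activity change below -70%; inconclusive = maximum activity change from -70% to -50%; inactive = maximum activity change above -50%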;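 note: thallium influx rate constant from kinetic fluorescence after stimulation buffer; % is set by controls: 0 for no effect and ±100 for the full control effect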
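U2OS cells transduced with KCNH2 3.1 mutant virus (1.77 x 10^8 /mL, 4 h), plated overnight at 37 C, loaded 45 min with FluxOr dye plus Red40 quencher. Thallium flux rate constant from kinetic reads after stimulation buffer, normalised to controls.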
FLuc modulator – qHTS profiling assay for firefly luciferase inhibitor/activator using purifed enzyme and Km concentrations of substrates (counterscreen for miR-21 project). AID 588342, 2011. Luciferin 4-monooxygenase (Photinus pyralis), P08659. purified FLuc, Km substrates, luminescence inhibition. hit rate 6.9% among 360,000. Potency, µM (highest dose often 57.5 µM), for inactives: at the highest dose activity change, negative = inhibition, actives largely listed as inhibitors;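 note: potency is the fitted concentration of half-maximal effect; plate controls were vehicle for no effect and reference inhibitor for full effect; nearly all actives have a fitted effect of over 55% in size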
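Purified P. pyralis luciferase, 10 nM final, with Km-level 10 uM D-luciferin and 10 uM ATP in 50 mM Tris acetate pH 7.5, 10 mM Mg acetate, 0.01% Tween-20, 0.05% BSA; 6-point qHTS titration about 60 µM downward; luminescence read.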
Giardia kill – Small Molecules that selectively kill Giardia lamblia: qHTS | Giardia lamblia trophozoite viability | activity change, % at 7.66 µM, hits read low | hit rate 0.15% among 340,000 | AID 540267, 2011; in the data active = activity change below about -80%; inconclusive = between about -30% and that limit;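 note: parasites exposed to compound for two days anaerobically before the ATP read; % is set by controls: 0 for no effect and ±100 for the full control effect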
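Each well holds 100 Giardia trophozoites and compound. After two days (48 hrs) at 37 deg C in anaerobic conditions, ATP is quantified by luminescence.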
Gal4-VP16 FLuc – VP16 counterscreen qHTS for inhibitors of ROR gamma transcriptional activity; hit rate 3.5% among 310,000; AID 2546, 2010; Potency, µM (highest dose often 53.6 µM), without a hit: top-dose activity, negative = inhibition, most hits filed as inhibitors; Drosophila S2 Gal4-VP16 UAS-luciferase, luminescence, 20 h;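 note: Gal4-VP16 expression switched on by copper sulfate through the metallothionein promoter; potency is the fitted concentration of half-maximal effect; % is set by controls: 0 for no effect and ±100 for the full control effect; nearly all actives have a fitted effect of over 50% in size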
Rab9 prom act – qHTS Assay for Rab9 Promoter Activators; Huh7 Rab9 promoter-luciferase reporter, luminescence, 24 h; Potency, µM (top dose mostly 9.22 µM), for inactives: at the highest dose activation, negative = inhibition, hits mostly activators; hit rate 2.8% among 320,000; AID 485297, 2010; note: potency is the fitted concentration of half-maximal effect; % of control where 0% means no effect; nearly all actives have a fitted effect of over 60% in size
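Cells were plated at 1500 per well in reduced-serum medium with 10% FBS and left 2 h. Compound in DMSO was then added for 24 h at 37 °C. Reporter signal was read by luminescence after 10 min with luciferase detection reagent.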
uPA generation – qHTS for Inhibitors of Cell Surface uPA Generation | AID 540303, 2011 | hit rate 0.31% among 330,000 | Potency, µM (top dose mostly 38.3 µM), for inactives: at the top dose activity change, negative = inhibition, usual class: inhibitors | cell surface uPA generation assay, qHTS; active = well fitted inhibition curve with a large enough effect; inconclusive = small, poorly fitted or top-dose-only effect; inactive = no such curve, though single readings can be large or run the other way; tested in mouse RAW 264.7 cells; note: potency is the fitted concentration of half-maximal effect; % is set by controls: 0 for no effect and ±100 for the full control effect; nearly all actives have a fitted effect of over 55% in size
NPC1 promoter act – qHTS Assay for NPC1 Promoter Activators; Potency, µM (highest dose often 9.22 µM), inactives show at the top dose activation, actives largely listed as activators; AID 485313, 2010; hit rate 2.4% among 320,000; Huh7 NPC1 promoter luciferase reporter, 24 h;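 note: potency is the fitted concentration of half-maximal effect; % of control where 0% means no effect; nearly all actives have a fitted effect of over 60% in size; reporter is driven by a mutant NPC1 promoter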
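In 1536-well qHTS, Huh7 cells harboring an NPC1 promoter–luciferase construct received compound for 24 h; activation was quantified by luminescence following luciferase reagent addition.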
RORg inh – qHTS for inhibitors of ROR gamma transcriptional activity. Nuclear receptor ROR-gamma (Mus musculus), P51450. Drosophila S2 Gal4-RORgamma UAS-luciferase reporter, 20 h. Potency, µM (highest dose often 53.6 µM), for inactives: at the top dose activity change, negative = inhibition, hits mostly inhibitors. hit rate 5.4% among 310,000. AID 2551, 2010; note: potency is the fitted concentration of half-maximal effect; % is set by controls: 0 for no effect and ±100 for the full control effect; nearly all actives have a fitted effect of over 60% in size
Target sequence (P51450 whole entry, looked up, the tested form may be a part): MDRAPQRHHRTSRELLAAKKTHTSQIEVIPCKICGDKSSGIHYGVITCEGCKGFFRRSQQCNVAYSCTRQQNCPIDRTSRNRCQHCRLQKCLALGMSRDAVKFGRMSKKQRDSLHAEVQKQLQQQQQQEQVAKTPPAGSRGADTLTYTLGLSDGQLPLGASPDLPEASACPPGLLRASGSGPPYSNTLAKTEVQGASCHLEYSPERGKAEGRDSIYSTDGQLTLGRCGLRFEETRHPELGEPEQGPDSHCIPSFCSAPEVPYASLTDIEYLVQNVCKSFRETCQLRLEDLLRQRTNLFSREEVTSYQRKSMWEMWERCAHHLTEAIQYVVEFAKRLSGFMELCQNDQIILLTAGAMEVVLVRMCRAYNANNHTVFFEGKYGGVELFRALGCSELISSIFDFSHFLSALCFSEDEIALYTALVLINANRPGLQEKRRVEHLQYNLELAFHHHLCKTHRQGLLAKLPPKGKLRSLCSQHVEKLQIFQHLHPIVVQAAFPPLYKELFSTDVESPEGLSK
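Luciferase reporter read in Schneider cells carrying Gal4-RORγ (mouse) and UAS-Photinus luciferase; cells given compound 1 h before 700 uM copper sulfate induction, then incubated 20 h at ambient temperature.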
ELG1 genotoxic – qHTS screen for small molecules that induce genotoxicity in human embryonic kidney (HEK293T) cells expressing luciferase-tagged ELG1; Potency, µM (series often up to 46 µM), inactives show at the highest dose activity change, positive = activation, actives largely listed as activators; AID 504466, 2011; hit rate 1.3% among 330,000; HEK293T ELG1-luciferase reporter, luminescence, 16 h; note: potency is the fitted concentration of half-maximal effect; % of control where 0% means no effect; nearly all actives have a fitted effect of over 60% in size
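Genotoxicity was scored as increased ELG1-luciferase reporter signal, measured by ONE-Glo luminescence (30 min, room temperature). Compound or vehicle exposure of the HEK293T reporter cells lasted 16 hr at 37°C.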
Tb PFK block – qHTS Assay to Find Inhibitors of T. brucei phosphofructokinase; ATP-dependent 6-phosphofructokinase (Trypanosoma brucei brucei), O15648; T. brucei PFK, ADP-Glo luminescence; Potency, µM (titrated, usually from 57.5 µM), for the others: at the top dose activity, negative = inhibition, hits mostly inhibitors; hit rate 0.17% among 330,000;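 note: potency is the fitted concentration of half-maximal effect; 0% = uninhibited 1x PFK enzyme wells and -100% = no-enzyme wells; nearly all actives have a fitted effect of over 60% in size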
Target sequence (O15648 whole entry, looked up): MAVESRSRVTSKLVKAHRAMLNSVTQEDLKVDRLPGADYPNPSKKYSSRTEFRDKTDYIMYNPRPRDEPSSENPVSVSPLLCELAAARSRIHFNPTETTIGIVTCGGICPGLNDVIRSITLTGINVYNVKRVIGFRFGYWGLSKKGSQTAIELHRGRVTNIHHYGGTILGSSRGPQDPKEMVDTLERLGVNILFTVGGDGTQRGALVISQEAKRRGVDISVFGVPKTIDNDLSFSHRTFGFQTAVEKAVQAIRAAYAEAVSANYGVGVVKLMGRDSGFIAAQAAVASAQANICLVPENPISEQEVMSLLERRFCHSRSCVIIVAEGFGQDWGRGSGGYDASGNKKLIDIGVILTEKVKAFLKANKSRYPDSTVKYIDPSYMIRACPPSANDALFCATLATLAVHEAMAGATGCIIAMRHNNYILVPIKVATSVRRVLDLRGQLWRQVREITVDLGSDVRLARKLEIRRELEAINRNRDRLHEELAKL
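Activity is normalized to no-enzyme wells (full inhibition) and 1.25 nM enzyme wells (no inhibition). Reaction: 0.5 mM F6P, 0.1 mM ATP, 45 min RT, ADP-Glo luminescence; concentration-response curves fitted and classed by quality.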
* = called active by the depositor; ? = inconclusive; . = not tested or not shown; [ ] = dose if it differs, or a comment. Unless noted, calls come from the whole dose curve; as a rule, active = well fitted curve in the direction sought with a large enough effect; inconclusive = small, poorly fitted or top-dose-only effect, or another doubt; inactive = no such curve, though single readings can be large; an effect the other way counts as inactive or inconclusive.

SMILES	FBPA coupling cs	KCNH2 3.1 block	FLuc modulator	Giardia kill	Gal4-VP16 FLuc	Rab9 prom act	uPA generation	NPC1 promoter act	RORg inh	ELG1 genotoxic	Tb PFK block
CC(C)OCc1ccc(C(=O)N2CCN(CC(=O)N3CCCC3)CC2)cc1	.	1.9	.	-20.8	.	.	4.7%	.	.	1.4%	4.3%
CC(C)(C)N1C(=O)c2ccc(C(=O)Nc3cc(C(=O)O)cc(C(=O)O)c3)cc2C1=O	-0.8	-7.6	2.3%	3.4	-16.4%	-0.3%	8.4%	-4.5%	-4.1%	1.9%	-1.8%
COc1ccc(C(=O)Oc2ccc3c(c2)OCO3)cc1OC	7.3	-5.2	23.9µM*	-5.5	20.2%	2.6%	0.4%	3.3%	2.7%	11.2%	-3.4%
C[C@]12C=CC(=O)C=C1CC[C@H]1[C@@H]3C[C@@H](O)[C@](O)(C(=O)CO)[C@@]3(C)C[C@H](O)[C@@]12F	2.9	15.0	6.7%	-1.0	-4.9%	-0.1%[46.1 µM]	-21.9%	3.6%[46.1 µM]	-3.0%	1.3%	-4.0%
C/C(=N\NS(=O)(=O)c1ccccc1)c1cc(Cl)cc(Cl)c1O	14.0	12.2	?	5.4	-1.9%	-2.4%	-1.3%	-14.5%	11.8%	6.3%	-3.9%
CCOc1cc(CNc2ccc3c(c2)CCC3)ccc1OC	-5.0	.	-3.9%	.	6.4%	1.2%	.	-5.4%	-3.5%	24.9%	1.0%
Cc1ccc(NS(=O)(=O)c2cccc(C(=O)NCC(c3ccco3)N3CCCC3)c2)cc1 (stereo unspecified)	.	-1.0	-4.9%	7.7	.	-1.7%	-3.4%	-0.9%	.	-2.4%	6.2%
Cc1cc(C)nc(-n2ncc3c2CCCC3=O)n1	0.1	13.3	-3.2%	-23.7	-4.7%	-10.6%	27.3%	-3.0%	-5.1%	3.1%	-0.1%
COc1ccc(S(=O)(=O)Nc2ccccc2C(=O)N2CCCCC2)cc1C	.	6.2	3.1%	-14.7	-7.3%	-3.7%	-6.7%	0.8%	4.6%	-2.8%	0.0%
CC(C)(C)c1ccc(C(CC(=O)O)NC(=O)C23CC4CC(CC(C4)C2)C3)cc1 (stereo unspecified)	1.7	-24.2	1.6%	-4.4	-4.2%	-1.8%[1.84 µM]	8.6%	-2.7%	-16.6%	-0.2%	-0.4%
O=C(NC1CCCc2c1cnn2-c1cc(F)cc(F)c1)c1ccc[n+]([O-])c1 (stereo unspecified)	.	-5.6	5.0%	-3.4	0.1%	0.3%	-0.2%	-3.6%	-11.1%	7.0%	0.6%
CCc1ccc(/C(C)=N\Nc2ccc([N+](=O)[O-])cc2)cc1	-0.9	-16.3	?	0.7	-11.2%	29.1%	6.4%	27.5%	19.8%	13.0%	-1.0%
O=C(CSc1n[nH]c(=O)[nH]c1=O)c1ccc([N+](=O)[O-])cc1	1.9	-20.9	0.5%	26.4	-7.0%	-5.7%	-1.2%	-5.4%	-0.2%	-3.6%	-2.8%
CCN(CC)c1ccc(CNc2nc3ccccc3n2C(C)C)cc1	0.8	-1.1	4.7%	25.1	5.0%	-4.8%	11.5%	-8.2%	-41.6%	-3.6%	-2.1%
CC(C)(C)NC(=O)C(c1ccncc1)N(C(=O)c1csnn1)c1ccccc1 (stereo unspecified)	4.1	-4.3	2.1%	-8.9	-6.3%	-5.3%	-2.9%	1.1%	0.5%	0.1%	4.2%
O=C(/C=C/c1ccc(F)cc1)NC(=S)NNC(=O)[C@H]1C[C@@H]1c1ccccc1	5.6	-9.6	-0.6%	22.4	-7.5%	13.3%	-2.9%	-2.1%	?	0.4%	-2.9%
O=[N+]([O-])C1=CC=C2C(=NC3(CCCCC3)N2O)C1=NC1CCCCC1	-20.7	9.5	-21.8%	7.5	-12.8%	14.1%	-6.4%	-2.3%	11.8%	4.3%	-4.5%
COc1ccccc1CNC(=O)c1cnccn1	0.3	-0.1	3.4%	-10.1	2.1%	7.5%	14.9%	3.2%	22.1%	-1.0%	-28.2%
CCCCc1ccc(-c2nc(N)n[nH]2)cc1	-1.3	3.5	6.01µM*	-9.6	1.0%	1.58µM*	-13.3%	3.16µM*	-1.2%	?	1.0%
O=C(CCN1C(=O)C2CCCCC2C1=O)Nc1nc(-c2ccccc2)cs1 (stereo unspecified)	-0.1	-4.0	-0.5%	-16.9	19.6%	?	0.1%	22.2%	25.7%	-2.8%	2.2%
O=C(NCCc1nnc2ccc(NCCCN3CCOCC3)nn12)c1ccccc1F	0.8	1.1	-1.2%	7.5	1.2%	-1.0%	3.8%	0.1%	-11.5%	2.4%	1.5%
NS(=O)(=O)c1ccc(CCNC(=O)CSCC(=O)Nc2ccc(Cl)cc2)cc1	.	1.2	1.4%	-22.0	.	3.6%	-4.0%	-3.0%	.	-0.6%	-2.0%
CC(=O)c1ccc(OC(=O)N(c2ccccc2)c2ccccc2)cc1	7.9	-7.4	1.2%	-7.8	9.1%	-0.2%	5.1%	1.7%	-3.4%	-0.3%	3.5%
CC(C)Cn1c(=O)c(-[n+]2ccccc2)c([O-])c2ccccc21	-1.1	.	-3.2%	-6.7	-13.8%	-0.8%	0.9%	-6.7%	13.4%	7.1%	-6.8%
CCC(CC)C(=O)OCC(=O)NC12CC3CC(CC(C3)C1)C2	0.2	0.2	2.7%	-9.2	9.2%	-0.7%	.	1.0%	-4.5%	-2.1%	5.6%

The list goes on.
SMILES	FBPA coupling cs	KCNH2 3.1 block	FLuc modulator	Giardia kill	Gal4-VP16 FLuc	Rab9 prom act	uPA generation	NPC1 promoter act	RORg inh	ELG1 genotoxic	Tb PFK block
CCN1C(=O)[C@@H]2[C@@H](c3ccc(SC4CCCCC4)cc3)N3CCCC[C@@]3(C(=O)OC)[C@@H]2C1=O	.	-0.4	-3.2%	19.6	.	-2.9%	14.7%	-3.0%	.	-0.9%	-2.1%
COc1ncnc(OC)c1S(=O)(=O)NCc1ccccc1	4.2	17.6	-1.1%	-6.9	-5.7%	-8.2%[1.84 µM]	-11.1%	-8.7%	9.4%	-0.9%	-4.4%
CC(=O)NC(CC(=O)OCC(=O)c1c(N)n(CC(C)C)c(=O)n(C)c1=O)c1ccccc1 (stereo unspecified)	.	5.5	1.5%	-9.6	.	-7.9%	-10.5%	1.2%	.	-3.8%	16.8%
COc1ccc(C2C(=O)c3ccccc3C2=O)cc1OC	-0.8	-9.6	8.49µM*	-20.5	-5.8%	?	1.6%	27.5%	-17.2%	-4.1%	-7.7%
O=C(c1ccc(N2CCCS2(=O)=O)cc1)N1CCN(c2ccccc2)CC1	1.8	-15.3	-1.9%	-3.0	-0.8%	4.1%	2.3%	1.7%	0.7%	3.0%	3.9%
Cc1ccc(Cn2c(=O)c3ccccc3n3nc(C)cc23)cc1	-1.7	6.9	-1.5%	3.4	-0.6%	-7.7%	-5.1%	-7.4%	8.1%	2.5%	4.1%
COCCSc1nnc(NC(=O)Cc2cccs2)s1	0.1	3.3	-1.0%	3.1	-11.4%	12.5%	3.8%	-0.3%	16.4%	0.6%	-8.8%
O=C(COC(=O)C1CC1)Nc1ncc(C(F)(F)F)cc1Cl	-1.4	-31.7	-1.9%	0.5	1.5%	8.9%	3.1%	-6.1%	15.9%	-0.7%	0.2%
CSc1ccccc1NC(=O)COc1ccc2c(c1)OCO2	.	-8.6	.	-9.3	.	.	-0.2%	.	.	12.9%	-0.9%
O=C(Nc1ccc2c(c1)OCO2)c1ccccc1SCC(=O)N1CCCC1	-0.1	6.0	-8.8%	7.1	-4.0%	-6.0%	4.8%	0.6%	-0.2%	-1.2%	0.3%
O=C(O)CCCCCNc1ccc2nsnc2c1[N+](=O)[O-]	-28.1	9.2	-1.4%	-0.7	-9.9%	10.8%	0.9%	-3.4%	8.8%	1.7%	5.0%
O=C(NCc1ccccc1)c1ccc(NC(=O)c2ccccc2F)cc1	.	-20.2	3.8%	-21.9	2.5%	-8.4%	7.6%	2.3%	3.6%	12.7%	1.0%
CC(C)Sc1nc2c(c(=O)n1-c1ccc(F)cc1)SCC2	0.4	7.5	3.0%	-13.0	-23.8%	-3.2%[1.84 µM]	-1.3%	-4.5%	3.4%	2.3%	9.1%
O=C(CSc1ccc(Br)cc1)N1CCN(C(=O)c2ccco2)CC1	1.5	-4.7	-5.2%	-1.3	-5.0%	-6.0%	-1.2%	-1.5%	37.3%	-4.4%	-5.1%
Nn1c(SCC(=O)Nc2c(Cl)cccc2Cl)nncc1=O	.	-9.5	0.4%	-4.0	.	-5.9%	-4.5%	-1.5%	.	-21.0%	1.6%

Screens deposited in PubChem BioAssay by National Center for Advancing Translational Sciences (NCATS).
